Compound activity from PubChem.
UPR CHOP act – activators of apoptotic CHOP UPR arm, primary screen, cell-based, CHO-CHOP luciferase reporter, luminescence, uHTS; activation, % at 10 µM; 330,000 compounds, 0.34% hits; UPR activation; percent of tunicamycin response over DMSO baseline;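 active = at 10 µM dose, activation of 40% or more, normalized to positive control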;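 also: 100% = tunicamycin at 10 µg/mL and 0% = DMSO alone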
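System: CHO-CHOP luciferase reporter cell line; amount: 500 cells/well; buffer or medium: F12 medium containing 10% fetal bovine serum; incubation: 6 h compound exposure at 37 °C after overnight seeding; measured by: luciferase luminescence after 10 min with Steady-Glo reagent; evaluation: % reporter activation, DMSO baseline versus tunicamycin full activation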
XBP1 UPR activ – activators of adaptive XBP1 UPR arm, primary screen, cell-based, CHO-XBP1 luciferase reporter, luminescence, uHTS; IRE1-XBP1 UPR activation; percent of tunicamycin response, DMSO as zero; activation, % at 20 µM; 330,000 compounds, 0.33% hits;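 active = versus positive control, 20 µM dose yields 30% or more activation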;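 also: 100% = tunicamycin at 10 µg/mL and 0% = DMSO only wells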
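Material: CHO-XBP1 cells stably carrying IRE1-XBP1-driven luciferase reporter / Amount: 1000 cells per well / Compound: 20 µM, 1% DMSO / Times: 6 h treatment, 37 °C / Detection: luciferase luminescence / Measure: % activation of reporter signal versus tunicamycin and DMSO controls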
EBI2 antag – EBI2 receptor antagonists, beta-arrestin recruitment, primary screen, cell-based, luminescence, 7a,25-OHC stimulation, uHTS; G-protein coupled receptor 183 (Homo sapiens), P32249; 7a,25-OHC stimulated; inhibition, % at 5 µM; 360,000 compounds, 0.81% hits; AID 651636, 2012; in the data active = inhibition above about 38%;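 also: enzyme fragment complementation signal reports receptor beta-arrestin coupling in cells; 0% = agonist plus DMSO wells and 100% = wells without agonist; some results beyond the cut were filed as inactive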
Target sequence (P32249 whole entry, looked up, the tested form may be a part): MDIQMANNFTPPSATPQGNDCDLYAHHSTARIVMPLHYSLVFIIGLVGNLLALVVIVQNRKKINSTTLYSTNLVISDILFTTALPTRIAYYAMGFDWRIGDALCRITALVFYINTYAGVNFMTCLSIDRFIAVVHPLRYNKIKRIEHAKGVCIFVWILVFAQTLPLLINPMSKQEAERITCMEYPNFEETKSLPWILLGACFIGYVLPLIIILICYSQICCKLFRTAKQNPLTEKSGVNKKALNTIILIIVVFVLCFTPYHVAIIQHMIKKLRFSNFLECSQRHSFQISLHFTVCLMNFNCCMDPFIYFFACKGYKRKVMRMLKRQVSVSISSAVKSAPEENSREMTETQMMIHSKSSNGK
CXCR6 block – CXCR6 receptor inhibitors, primary screen, cell-based, beta-arrestin, luminescence, CHO-K1 PathHunter, 1536-well | 360,000 compounds, 0.36% hits | C-X-C chemokine receptor type 6 (Homo sapiens), O00574 | AID 602244, 2012 | inhibition, % at 20 µM; in the data active = inhibition above about 34%, passing the limit was not always enough;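 also: antagonist mode with CXCL16 agonist at 10 nM final; 0% = 10 nM CXCL16 with DMSO and 100% = unstimulated wells without agonist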
Target sequence (O00574 whole entry, looked up): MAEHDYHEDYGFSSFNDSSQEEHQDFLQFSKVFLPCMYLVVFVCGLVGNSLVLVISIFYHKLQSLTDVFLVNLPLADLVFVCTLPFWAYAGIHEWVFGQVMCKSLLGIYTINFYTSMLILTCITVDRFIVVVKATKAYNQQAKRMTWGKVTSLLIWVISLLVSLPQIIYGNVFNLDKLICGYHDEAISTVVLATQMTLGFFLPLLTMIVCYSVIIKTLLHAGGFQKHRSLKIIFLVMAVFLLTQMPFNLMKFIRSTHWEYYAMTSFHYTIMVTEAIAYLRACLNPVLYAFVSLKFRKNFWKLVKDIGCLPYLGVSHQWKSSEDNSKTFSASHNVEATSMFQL
Jurkat NFkB inh – inhibitors of induced NF-kB luciferase reporter, primary screen, TCR NF-kB activation inhibitor project, cell-based, luminescence, uHTS; Jurkat, PMA/ionomycin-induced NF-kB luciferase reporter; inhibition, % at 4 µM; 330,000 compounds, 0.53% hits; in the data active = inhibition above about 50%
CCR6 antagonist – CCR6 receptor antagonists, primary screen, cell-based, CHO-K1, luminescence, beta-arrestin, uHTS | C-C chemokine receptor type 6 (Homo sapiens), P51684 | CHO-K1 CCR6 PathHunter beta-arrestin, CCL20-stimulated | inhibition, % at 20 µM | 340,000 compounds, 0.49% hits | AID 493098, 2011;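 active = compounds whose inhibition of the agonist-driven luminescence signal at 20 µM reaches about 50%, limit read from the data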;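 also: cells stimulated with CCL20 at 14 nM final; plate controls were DMSO with CCL20 for no effect and DMSO without agonist for full effect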
Target sequence (P51684 whole entry, looked up): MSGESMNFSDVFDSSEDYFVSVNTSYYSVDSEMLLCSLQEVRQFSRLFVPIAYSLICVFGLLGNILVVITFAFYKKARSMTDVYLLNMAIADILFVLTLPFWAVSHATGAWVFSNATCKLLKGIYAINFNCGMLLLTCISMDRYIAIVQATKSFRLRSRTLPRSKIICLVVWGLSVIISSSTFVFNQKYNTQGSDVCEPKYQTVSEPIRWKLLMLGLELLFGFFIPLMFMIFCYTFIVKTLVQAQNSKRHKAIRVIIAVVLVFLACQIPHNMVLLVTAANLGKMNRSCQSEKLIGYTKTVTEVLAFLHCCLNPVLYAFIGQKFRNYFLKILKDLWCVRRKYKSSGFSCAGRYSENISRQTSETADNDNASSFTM
Gli-Sufu block – Gli-Sufu pathway antagonists, primary screen, luciferase luminescence, Sufu-KO-LIGHT cells, uHTS. AID 588413, 2011. Sufu-KO-LIGHT fibroblasts, Gli luciferase reporter luminescence. 340,000 compounds, 0.74% hits. inhibition, % at 5 µM;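 active = inhibition above about 55%, limit read from the data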;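 also: 0% = DMSO-treated cells and 100% = wells with medium but no cells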
697 NFkB inh – inhibitors of PMA/ionomycin-induced NF-kB reporter, 697 cells, primary screen, B-cell NF-kB inhibitor project, cell-based, luminescence, uHTS; 697 B-cell NF-kB luciferase reporter, 16 h; inhibition, % at 4 µM; 330,000 compounds, 0.33% hits; AID 435022, 2010; in the data active = inhibition above about 35%
Mdm2-MdmX inh – inhibitors of human Mdm2-MdmX association, primary screen, cell-based, luminescence, split luciferase, SaOS-2, uHTS; Protein Mdm4 (Homo sapiens) + E3 ubiquitin-protein ligase Mdm2 (Homo sapiens), …; SaOS-2 split-luciferase Mdm2/MdmX complementation; inhibition, % at 8 µM; 330,000 compounds, 3% hits; AID 485346, 2010;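 active = inhibition of at least 50% at 8 µM in the primary screen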
* hit, by the source's call; / = no result given.

SMILES	UPR CHOP act	XBP1 UPR activ	EBI2 antag	CXCR6 block	Jurkat NFkB inh	CCR6 antagonist	Gli-Sufu block	697 NFkB inh	Mdm2-MdmX inh
CN(C)S(=O)(=O)N1CCC(Oc2ccc(C(=O)NC3CCOC(C)(C)C3)cc2)CC1 (configuration not stated)	3.4	-7	-6	-4	8	8	-4	5	-11
O=c1c2sc(-c3ccccc3)cc2nc2n1CCC2	-4.6	-4	-4	2	-63	8	-47	-142	-57
CCOc1cccc2sc(=NC(=O)c3ccco3)n(CC(=O)OC)c12	-1.8	-2	-16	-5	4	3	-1	7	17
CCCNC(=O)Cc1c(O)c2ccccc2[nH]c1=O	-2.1	-6	-14	0	14	-30	-15	13	4
CC1=C(C(=O)Nc2ccccc2C)C(c2ccc(C)o2)NC(=S)N1 (configuration not stated)	0.9	-1	-14	-2	14	3	-3	-6	-15
Cc1ccc(NC(=O)COC(=O)Cn2nc(-c3ccc(F)cc3)oc2=O)cc1C	0.0	0	5	0	2	-8	-4	4	9
CCOc1ccccc1CN1CCNC(=O)C1CC(=O)NCCCn1cccn1 (configuration not stated)	0.5	-6	5	8	2	11	3	18	11
COc1ccc2oc(C(=O)OCC(=O)NC(=O)NC(C)C)c(C)c2c1	3.1	4	1	6	-6	-10	11	3	-31
CN1CCN(C(=O)N2c3ccccc3CCc3ccccc32)CC1	0.8	2	4	0	15	-6	0	8	18
O=C(Cn1cncn1)NCc1ccccc1Br	1.2	-1	-11	-2	-9	8	-1	-12	-16
CCN1CCN(C(=O)c2ccc3c(=O)n(CCc4ccccc4)c(=O)[nH]c3c2)CC1	4.6	3	10	4	-16	6	-2	-15	7
CC(OC(=O)c1cc(=O)[nH]c2ccccc12)c1ccccc1 (configuration not stated)	1.2	4	7	6	3	15	-9	-7	5
O=C(Cc1ncc(C(F)(F)F)cc1Cl)NNc1cccc(F)n1	1.3	-3	8	8	3	7	1	15	21
COc1cccc(CC(=O)N(CCC2=CCCCC2)c2c(N)n(Cc3ccccc3)c(=O)[nH]c2=O)c1	0.7	-1	1	4	5	9	-2	17	6
CC1CCC(NC(=O)CCS(=O)(=O)c2ccc3c(c2)CC(C)N3C(=O)C2CC2)CC1 (configuration not stated)	-1.4	-3	-1	-8	-11	12	-9	5	14
O=C(c1cccc(N2C(=O)C3C4C=CC(C4)C3C2=O)c1)N1CCCc2ccccc21 (configuration not stated)	0.1	3	-10	0	-2	10	-1	8	4
COc1ccc(CN2CCCC(CNC(=O)c3ccc(F)cc3)C2)c(C)c1C (configuration not stated)	-2.1	-1	-6	-1	3	20	44	-5	17
CCS(=O)(=O)Nc1cccc(C2=NN(S(C)(=O)=O)C(c3ccccc3)C2)c1 (configuration not stated)	-2.9	-1	-7	5	1	0	0	5	-14
O=C(O)c1ccccc1C(=O)c1ccc(Sc2ccc(Cl)cc2)c([N+](=O)[O-])c1	0.5	0	3	2	-2	13	5	9	-12
COc1ccc(CCCc2nnc(SCC(=O)NN)o2)c(C)c1	-2.0	-5	5	3	7	-3	-2	9	-12
CCC(C(=O)Nc1nccs1)c1ccccc1 (configuration not stated)	-1.5	2	1	4	17	7	8	7	24
Cc1ccc(CCNC(=O)C2CCN(S(=O)(=O)c3ccc4c(c3)CCC(=O)N4)CC2)cc1	-2.7	-2	8	-9	11	1	6	9	14
CC(C)N(CCNCc1nnc(-c2ccccc2)o1)C(C)C	0.1	-4	-5	2	9	5	6	8	15
CC(C)(C)NCCCCOc1ccccc1F	-1.4	-1	1	-2	12	14	-14	-2	-9
CCOC(=O)CN(Cc1ccc(OC)c(OC)c1)S(=O)(=O)c1ccc(OC)cc1	1.3	0	-1	-3	6	0	0	4	23
CCOC(CCNC(=O)c1cn(CCOC)c(=O)c2c1c1ccccc1n2C)OCC	-0.1	-5	2	-13	8	3	9	3	24
CC(=O)N1CCC(N(C(=O)Nc2ccc(Cl)cc2)C(C)C)CC1	1.5	2	-12	-10	2	8	5	15	-29
O=C(COC(=O)/C=C/c1ccccc1Cl)NCCc1ccc(Cl)cc1Cl	-0.6	-2	-4	3	-7	12	2	-9	-9
Cc1cc(=O)n2c(n1)NC(Nc1cccc(C)c1C)=NC2c1ccccc1 (configuration not stated)	0.6	-1	4	0	2	3	-4	22	20
Cc1ccc(S(=O)(=O)N2CCN(c3ccc(C(F)(F)F)cc3[N+](=O)[O-])CC2)cc1	-1.8	0	18	-4	23	13	9	-16	-2
CCNc1nc(NCC)n2c(SCC(=O)Nc3ccccc3[N+](=O)[O-])nnc2n1	0.0	-1	-7	1	-10	1	-1	-18	3
CCN(CC)S(=O)(=O)c1ccc(/C=C/C(=O)OCC(=O)NCc2ccc3c(c2)OCO3)cc1	0.0	-1	-4	-1	5	7	15	13	16
CCc1cccc(C)c1NC(=O)CSc1nnc(Cc2csc(C)n2)o1	0.8	2	-2	2	4	15	-6	-3	4
O=C(Nc1ccccc1)c1ccc(CN2CCc3ccccc3C2)cc1	3.9	3	26	0	13	-10	-3	-6	16
COc1cc(NC(=O)CN2CCC(Cc3ccccc3)CC2)c(C)cc1[N+](=O)[O-]	-0.4	-1	10	5	-1	11	14	3	18
COc1cccc(CNC(=O)c2nnn(CC(=O)Nc3cccc(C)c3)c2N)c1	0.3	-3	-3	-3	9	9	38	21	16
COc1ccc(-n2nnnc2S(=O)(=O)Cc2ccc(C(=O)O)cc2)cc1	-2.0	-5	-5	-1	-1	-5	11	15	40
Cc1ccc(C(=O)C2=C(O)C(=O)N(CCCN3CCOCC3)C23C(=O)N(C)c2ccccc23)o1 (configuration not stated)	-0.7	-7	-9	-22	0	-2	4	2	11
Cc1ccn2c(NC3CCCC3)c(-c3ccsc3)nc2c1	0.9	-2	2	-1	2	21	1	-23	17
CCNC(=O)n1cc(-n2cncn2)c(-c2ccc(Cl)cc2)n1	-3.7	-3	-4	-4	-2	2	0	-17	-2
O=C(N/N=C/c1ccncc1)NC1CCCCC1	-1.4	0	7	-1	5	11	0	10	22
Cc1cccc(-n2cnc3c(sc4nc(N5CCOCC5)c5c(c43)CCCC5)c2=O)c1	3.2	14	32	10	5	12	2	9	21
c1cc(-c2nn[nH]n2)ccc1CN1CCCCC1	0.9	-4	-1	-3	7	-13	-1	6	5
O=C(Nc1ccn(Cc2ccccc2F)n1)c1ccc(COc2ccccc2Cl)cc1	0.7	3	11	1	28	7	-15	-8	21
Cc1ccn2c(NC3CCCC3)c(-c3ccncc3)nc2c1	-1.1	0	15	4	5	5	8	12	-26
CNC(=O)COC(=O)/C=C/c1cccs1	2.7	4	5	0	14	-4	0	5	10
O=C(Nc1cccc(-n2cnnn2)c1)c1cc(Cl)ccc1Cl	-2.0	-2	-8	-8	7	17	-1	12	28
NC1=NC[C@H](Cc2ccc(O)cc2)N1CCc1cccc2ccccc12	-1.2	0	-2	-12	7	-5	15	-11	-12
CCC1Sc2ccccc2N(CC(=O)NCc2ccc3c(c2)OCO3)C1=O (configuration not stated)	1.7	-2	4	2	-28	-11	-2	-45	-39
COc1ccc(CC(=O)Nc2cccc(C(=O)Nc3cccc(C)c3)c2)cc1	1.2	1	/	/	-19	/	/	-12	14
COC(=O)c1ccc(OCC(O)CNC2CCCC2)cc1 (configuration not stated)	0.6	-1	2	-2	-15	7	24	-14	-32
Cc1cc2ccccn2c1C(=S)NC(=O)c1ccccc1	1.7	-1	-4	19	-27	30	8	-3	17
O=C(CCc1nc(-c2ccccc2F)no1)Nc1cccnc1	-1.1	1	3	-7	-27	11	-1	10	6
C/C(=N\OC(=O)Nc1ccccc1)c1cnn(-c2cc(C(F)(F)F)cc(C)n2)c1C	-0.4	-1	-15	0	-4	18	-4	8	23
O=C(COC(=O)c1cc(S(=O)(=O)N2CCOCC2)ccc1Cl)Nc1ccccc1Cl	0.5	0	4	-10	-3	-2	4	8	5
Cc1ccc(-c2n[nH]c(=S)n2/N=C/c2cc3c(cc2[N+](=O)[O-])OCO3)cc1	-2.4	4	12	4	7	12	6	8	26
Cn1nc(CC(=O)NC2CCCCCC2)c2ccccc2c1=O	-1.7	-1	0	8	13	2	9	-12	-2
CCN1CCN(c2cc(C)c3cc(NC(=O)c4cccs4)ccc3n2)CC1	0.3	2	3	-13	-35	16	-9	-18	9
CCOc1cc(C(=O)NCCC(=O)N2CCC3(CC2)NCCc2[nH]cnc23)cc(OCC)c1OCC	-0.7	-2	-17	-6	7	-9	33	-10	22
COc1cc(S(=O)(=O)NCc2ccncc2)c(OC)cc1Cl	0.4	-2	-10	-3	-14	20	0	-24	-7

Structures from the list above that have two or more sulfur atoms (2):
SMILES	UPR CHOP act	XBP1 UPR activ	EBI2 antag	CXCR6 block	Jurkat NFkB inh	CCR6 antagonist	Gli-Sufu block	697 NFkB inh	Mdm2-MdmX inh
CCS(=O)(=O)Nc1cccc(C2=NN(S(C)(=O)=O)C(c3ccccc3)C2)c1 (configuration not stated)	-2.9	-1	-7	5	1	0	0	5	-14
CCc1cccc(C)c1NC(=O)CSc1nnc(Cc2csc(C)n2)o1	0.8	2	-2	2	4	15	-6	-3	4

(listing goes on)
SMILES	UPR CHOP act	XBP1 UPR activ	EBI2 antag	CXCR6 block	Jurkat NFkB inh	CCR6 antagonist	Gli-Sufu block	697 NFkB inh	Mdm2-MdmX inh
CCc1ccc(C(=O)COC(=O)c2n[nH]c3ccccc23)cc1	0.9	-4	7	0	-28	10	-23	-37	13
C=CCn1c(-c2ccc3[nH]c(C)c(C)c3c2)n[nH]c1=S	2.8	1	-24	-3	2	-5	9	-17	-18
COc1cccc(C(=O)Cn2c(NCCCO)nc3ccccc32)c1	-1.4	-2	6	6	-10	2	9	5	13
CCCCC(=O)Nc1nc2ccc3nc(C)sc3c2s1	0.8	1	-1	3	-12	-3	-29	-31	-41
Cc1cc(Cl)c2oc(C(=O)N(C)CCCN3CCOCC3)c(C)c2c1	3.5	-4	10	-20	2	4	15	-35	7
COc1ccc(Cl)cc1N(C(=O)c1ccco1)C(C(=O)NC1CCCC1)c1cccnc1 (configuration not stated)	1.0	-1	8	0	-10	5	22	-10	-6

In the list so far, 3 contain a CF3 group:
SMILES	UPR CHOP act	XBP1 UPR activ	EBI2 antag	CXCR6 block	Jurkat NFkB inh	CCR6 antagonist	Gli-Sufu block	697 NFkB inh	Mdm2-MdmX inh
O=C(Cc1ncc(C(F)(F)F)cc1Cl)NNc1cccc(F)n1	1.3	-3	8	8	3	7	1	15	21
Cc1ccc(S(=O)(=O)N2CCN(c3ccc(C(F)(F)F)cc3[N+](=O)[O-])CC2)cc1	-1.8	0	18	-4	23	13	9	-16	-2
C/C(=N\OC(=O)Nc1ccccc1)c1cnn(-c2cc(C(F)(F)F)cc(C)n2)c1C	-0.4	-1	-15	0	-4	18	-4	8	23
